dFosB act: activators of mouse delta FosB homodimer; P13346; purified delta FosB, TAMRA-CDK5 oligo fluorescence polarization; percent of positive-control signal above neutral wells; activation, % at 25 µM; 0.99% of 340,000 active; AID 493131;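 active means mean activation above about 17%, with every replicate also reaching it, limit read from the data, passing the limit was not always enough; inconclusive means only one of the two conditions met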;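 further: fluorescence polarization rise as delta FosB binds a TAMRA Cdk5 AP-1 oligo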
SR-BI DiI inh: blocks mouse SR-BI lipid uptake from DiI-HDL; 0.96% of 320,000 active; inhibition, % at 12.5 µM; AID 488896; ldlA[mSR-BI] CHO cells, DiI-HDL uptake fluorescence, 3 h; Q61009;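 active means mean replicate inhibition of at least 70% and a set share of replicates each scoring 70 or more; inconclusive means meets just one of the two criteria; inactive means fails both criteria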;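 further: 0% = median of neutral control wells and 100% = median of positive control wells; values of inactives mirror those of a sister screen read the other way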
CDK5 inh: CDK5/p35 (human) kinase inhibition; Q00535+Q15078; Recombinant CDK5/p35, ADP-Glo luminescence, 60 min; inhibition, % at 10 µM; 0.01% of 330,000 active;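 active means highest replicate inhibition of at least 50% and at least 75% of replicates reaching 50%; inconclusive means only one of the two criteria met; inactive means both criteria failed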;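 further: plate controls were DMSO neutral control for no effect and GW8510 at 10 µM for full effect; many of its hits are not listed in these tables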
NSD2 HMT inh: inhibitors of human histone methyltransferase NSD2 | O96028 | NSD2 peptide methylation, AlphaScreen, 120 min | inhibition, % at 12.5 µM | 0.54% of 310,000 active; in the data active means inhibition above about 50%
Target sequence (O96028 whole entry, looked up): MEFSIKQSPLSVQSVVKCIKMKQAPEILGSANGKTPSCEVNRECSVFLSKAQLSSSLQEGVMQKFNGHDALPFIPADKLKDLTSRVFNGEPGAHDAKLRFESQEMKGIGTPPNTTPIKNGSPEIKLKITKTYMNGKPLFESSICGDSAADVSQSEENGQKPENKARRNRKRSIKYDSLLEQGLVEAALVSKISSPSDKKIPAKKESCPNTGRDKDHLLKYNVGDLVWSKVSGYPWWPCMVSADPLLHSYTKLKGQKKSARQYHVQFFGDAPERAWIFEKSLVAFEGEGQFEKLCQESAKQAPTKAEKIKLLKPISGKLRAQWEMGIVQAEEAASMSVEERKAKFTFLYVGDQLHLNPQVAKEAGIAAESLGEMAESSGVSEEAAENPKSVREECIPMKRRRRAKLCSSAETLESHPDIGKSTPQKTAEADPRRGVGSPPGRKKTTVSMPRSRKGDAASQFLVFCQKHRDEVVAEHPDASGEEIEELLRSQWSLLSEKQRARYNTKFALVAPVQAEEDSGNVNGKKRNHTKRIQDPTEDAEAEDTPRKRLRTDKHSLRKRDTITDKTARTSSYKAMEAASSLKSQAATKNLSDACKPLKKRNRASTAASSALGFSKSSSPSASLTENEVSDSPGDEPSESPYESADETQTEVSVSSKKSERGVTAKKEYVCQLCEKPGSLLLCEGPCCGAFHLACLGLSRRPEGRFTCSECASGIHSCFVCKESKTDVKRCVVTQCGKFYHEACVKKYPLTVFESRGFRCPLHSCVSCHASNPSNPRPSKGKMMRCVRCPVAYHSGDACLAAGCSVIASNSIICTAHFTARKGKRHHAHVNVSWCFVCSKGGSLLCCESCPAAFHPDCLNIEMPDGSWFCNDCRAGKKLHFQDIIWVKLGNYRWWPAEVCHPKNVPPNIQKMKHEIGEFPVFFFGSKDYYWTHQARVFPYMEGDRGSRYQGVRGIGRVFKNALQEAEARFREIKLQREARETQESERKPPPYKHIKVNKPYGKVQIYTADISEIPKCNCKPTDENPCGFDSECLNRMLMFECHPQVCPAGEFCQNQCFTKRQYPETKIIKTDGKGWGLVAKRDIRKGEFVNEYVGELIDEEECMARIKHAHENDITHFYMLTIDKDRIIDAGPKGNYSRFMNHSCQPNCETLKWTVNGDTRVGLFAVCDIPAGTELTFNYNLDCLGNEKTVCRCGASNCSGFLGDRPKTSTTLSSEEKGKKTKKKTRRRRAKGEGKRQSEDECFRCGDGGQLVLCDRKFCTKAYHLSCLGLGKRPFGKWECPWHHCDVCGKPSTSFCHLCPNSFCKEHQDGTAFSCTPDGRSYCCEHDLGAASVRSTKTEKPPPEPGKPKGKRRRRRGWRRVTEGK
PKA-R1A act: activates the PKA-R1A holoenzyme complex; 0.083% of 340,000 active; PKA-R1A dissociation, Cy5-IP20 fluorescence polarization; scaled: DMSO 0%, 113 µM cGMP 100%; activation, % at 11.4 µM;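 active means percent activation above the mean of all tested compounds plus 3 SD, cut at about 19% in these data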;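 further: higher means more PKAc released from R1A so a rise in polarization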
PKA-R2B activ: activators of human PKA-R2B complex | P22694+P31323 | PKA-R2B holoenzyme dissociation, Cy5-IP20 fluorescence polarization; R2B truncated from residue 108, S112A mutant; 0% DMSO only, 100% 113 µM cGMP | 0.079% of 340,000 active | AID 504700 | activation, % at 11.4 µM;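 active means activation above a cutoff set at the mean over all compounds plus 3 SD, cut at about 18% in these data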;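 further: higher means more holoenzyme dissociation and a rise in polarization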
Pemphigus Ab inh: blocks pemphigus antibody binding to human desmoglein-3 | P32926 | DSG3-coupled beads, scFv-anti-DSG3-GFP binding, flow cytometry; stronger effect = lower value | binding (percent of control), % at 10 µM | 0.48% of 310,000 active;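 active means binding more than 3 SD below its plate's average and above zero; inconclusive means below that plate limit but binding exactly zero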;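 further: hits lower antibody fragment binding to DSG3; some compounds called inactive have numbers as strong as hits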
SR-BI DiI-HDL act: activators of SR-BI mediated HDL lipid uptake. 0.096% of 320,000 active. AID 504775. CHO ldlA[mSR-BI] cells, DiI-HDL uptake fluorescence, 3 h; 100 = double the neutral-control signal. activation, % at 12.5 µM;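 active means mean replicate activation of at least 60% and every replicate at or above 60%; inconclusive means mean or all-replicate condition met, but not both; inactive means mean below 60% and not all replicates reaching 60%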;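 further: 0% = median plate neutral-control signal and 100% = twice that signal; values of inactives mirror those of a sister screen read the other way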
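Assay system: CHO ldlA[mSR-BI] cells, LDL receptor-null, SR-BI overexpressing; medium: Ham's F12 with 0.5% BSA, HEPES 25 mM, pH 7.4; also added: DiI-HDL 10 µg/mL; timing: 3 h uptake period with compound, 37 °C; signal: DiI fluorescence, bottom read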
SUMO Mot1 rescue: blocks SUMOylation pathway, rescuing yeast Mot1-301 growth; S. cerevisiae Mot1-301 growth rescue, ATP luminescence, 38.5C; percent above DMSO median, 100 means doubled; growth rescue, % at 18.8 µM; 1% of 320,000 active; AID 2716;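 active means every valid replicate shows activation above 250% relative to neutral control wells; inactive means the rest, any valid replicate at or below 250%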;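 further: OY570 slx delta 5 strain wells were the positive control but not used for scaling; some compounds called inactive have numbers as strong as hits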
MITF TRPM1 HTS: activators of MITF-driven TRPM1 promoter activity in SK-MEL-5 cells | 0.75% of 300,000 active | AID 588334 | activation, % at 12.5 µM | SK-MEL-5 TRPM1-promoter luciferase, 24 h; % of positive control, neutral wells = 0;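 active means mean activation of at least 80% with every replicate also reaching 80%; inconclusive means mean reaches 80% but some replicate falls short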;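 further: 0% = neutral control wells and 100% = parthenolide positive control wells; values of inactives mirror those of a sister screen read the other way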
Arr AP2 block: inhibitors of human beta-arrestin and AP2 interaction | FITC-arrestin peptide / GST-AP2 beads, flow cytometry; AP2 beta2 appendage carries R879A mutation | inhibition, % at 10 µM | 0.31% of 340,000 active | AID 504490;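 active means inhibition above a set limit, near 3 SD of compounds lacking own fluorescence, cut at about 54% in these data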;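 further: plate controls were DMSO wells for no effect and 5 µM unlabelled arrestin peptide for full effect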
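test system = AP2 appendage R879A on GSH beads | buffer or medium = PBS plus Tween 20 (0.05%) and BSA (0.1%) | incubation = 12 min plus 1 h, RT | detection = bead flow cytometry, FITC channel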
An asterisk follows results filed as active; ? = inconclusive; . = no result given.

SMILES | dFosB act | SR-BI DiI inh | CDK5 inh | NSD2 HMT inh | PKA-R1A act | PKA-R2B activ | Pemphigus Ab inh | SR-BI DiI-HDL act | SUMO Mot1 rescue | MITF TRPM1 HTS | Arr AP2 block
CCn1c(COc2ccccc2)nnc1SCc1ccc(C#N)cc1 | 2 | 23 | -0.6 | 0 | -1 | -2 | . | -23 | -4 | -5 | 16
Cc1ccc(C)c(N2N=C(C(=O)OCC(=O)N(C)c3ccccc3)CCC2=O)c1 | 0 | -20 | 0.3 | 0 | -9 | 3 | 99 | 20 | . | 0 | -2
Cc1nc2c(c(C)nn2-c2ccccc2)c(C)c1CCC(=O)Nc1ccc(CN2CCCC2)cc1 | -33 | 59 | -2.0 | 3 | -18 | 0 | 104 | -59 | 0 | 10 | 3
CCn1c2ccccc2n2c(=O)c(=O)n(CC(=O)Nc3ccc(C(C)C)cc3)nc12 | -2 | -15 | -4.3 | 0 | -2 | -8 | 84 | 15 | -7 | -3 | 5
CC(C)Nc1nc(SCC(=O)Nc2ccccc2)nc(N2CCOCC2)n1 | -6 | 18 | -0.5 | 4 | 11 | 4 | 108 | -18 | -13 | 5 | 2
CC(=O)Nc1cc2c(cc1C(=O)C(C)C)OCCO2 | 5 | 0 | -0.4 | -3 | -10 | -3 | . | 0 | 29 | . | 21
CC(C(=O)N1CCN(Cc2ccccc2)CC1)n1ncn2cccc2c1=O (configuration not stated) | 2 | -5 | -0.3 | . | 2 | 5 | 102 | 5 | 2 | 8 | 11
OCC1OC(n2ccc3c(NO)ncnc32)C(O)C1O (configuration not stated) | -7 | -13 | 1.3 | -2 | -7 | -9 | 102 | 13 | . | -95 | -8
O=C(Nc1ccccc1O)c1csc2c1CCCC2 | 5 | 16 | 1.5 | . | 3 | -10 | 106 | -16 | 44 | 49 | 33
O=C(NCc1ccc2c(c1)OCO2)c1ccc(-c2ccc(Cl)cc2)o1 | -11 | -3 | -1.6 | -2 | 8 | -10 | 103 | 3 | -16 | 7 | 21
CCOc1ccc(NC(=O)NC2(C(=O)NCc3ccco3)CCCCC2)cc1 | 2 | . | -1.2 | -1 | 0 | 8 | 104 | . | -5 | 15 | 16
Cc1cc(C)cc(OCc2nnc(SCC(=O)OC3CCCCC3)o2)c1 | -4 | -14 | 4.3 | 2 | -3 | -3 | 91 | 14 | -10 | 3 | 11
CC#CC(=O)N1CCC(CCC(=O)N(C)Cc2ccccc2)CC1 | -9 | . | 2.2 | 3 | 0 | 4 | 101 | . | 49 | 2 | -17
O=C(/C=C\Nc1ccccc1Br)c1ccc2c(c1)OCO2 | -1 | 26 | 1.5 | 1 | -18 | -13 | 103 | -26 | 3 | -36 | 0
Cc1ccc(S(=O)(=O)NCCCn2ccnc2)cc1 | -3 | -32 | -3.7 | -2 | -1 | -1 | 95 | 32 | -4 | 6 | 7
O=C(Nc1nc(-c2cccs2)cs1)c1ccc(Cl)cc1 | -9 | -7 | 0.0 | -2 | -3 | -3 | . | 7 | . | 7 | 2
O=C(N/N=C/c1ccncc1)c1cccc(S(=O)(=O)Nc2ccc(Cl)cc2)c1 | 45* | . | -2.2 | . | -3 | 6 | 97 | . | -2 | -16 | 26
O=C(NNC(=O)C1COc2ccccc2O1)c1cccc([N+](=O)[O-])c1 (configuration not stated) | 4 | -13 | 0.2 | -6 | -1 | 0 | 99 | 13 | -15 | -1 | 2
CCCN1C(=O)/C(=C/c2ccco2)SC1=Nc1ccc(OC)cc1 | -10 | 79* | 2.1 | 2 | -12 | 1 | 116 | -79 | 10 | 7 | -1
COc1ccc(C2Nc3ccccc3C(=O)N2c2ccc(Cl)cc2)cc1Cn1cc([N+](=O)[O-])cn1 (configuration not stated) | -17 | 30 | 0.9 | 0 | -7 | -3 | 97 | -30 | -8 | 31 | 0

SR-BI DiI inh, entries above that show a hit.
SMILES | dFosB act | SR-BI DiI inh | CDK5 inh | NSD2 HMT inh | PKA-R1A act | PKA-R2B activ | Pemphigus Ab inh | SR-BI DiI-HDL act | SUMO Mot1 rescue | MITF TRPM1 HTS | Arr AP2 block
CCCN1C(=O)/C(=C/c2ccco2)SC1=Nc1ccc(OC)cc1 | -10 | 79* | 2.1 | 2 | -12 | 1 | 116 | -79 | 10 | 7 | -1

(more compounds)
SMILES | dFosB act | SR-BI DiI inh | CDK5 inh | NSD2 HMT inh | PKA-R1A act | PKA-R2B activ | Pemphigus Ab inh | SR-BI DiI-HDL act | SUMO Mot1 rescue | MITF TRPM1 HTS | Arr AP2 block
O=C(NCc1cccnc1)/C(=C/c1ccc(Cl)cc1)NC(=O)c1ccccc1 | -3 | -184 | 0.0 | 29 | -3 | -4 | 98 | ? | -4 | -2 | -5
CCC(C(=O)Nc1cnccn1)c1ccccc1 (configuration not stated) | -2 | -13 | -0.6 | -4 | 2 | -5 | 99 | 13 | 83 | 4 | -4
COc1ccc(/C=C\C(=O)NCC(=O)N/N=C/c2ccc(O)cc2O)cc1 | -5 | . | 10 | 1 | 7 | 2 | 85 | . | -14 | 4 | 8
COc1cc(NC(=O)c2cccnc2)c(Cl)cc1NC(=O)c1ccccc1 | -7 | 55 | 1.4 | -1 | 5 | 4 | 100 | -55 | -4 | 0 | -13
CCCCCn1c(N)c(-c2nc3ccccc3o2)c2c([N+](=O)[O-])nn(C)c(=O)c21 | -3 | -23 | 0.0 | 0 | 1 | -5 | 94 | 23 | -8 | 0 | 2
COc1ccc(-c2nc3c(c(=O)[nH]c(=O)n3Cc3ccccc3)n2C)cc1 | -1 | -28 | -0.3 | -4 | 4 | -6 | 107 | 28 | -7 | -4 | 4
COc1ccc(S(=O)(=O)N(C)CC(=O)NC2CC2)cc1 | -3 | 47 | 0.6 | 1 | -4 | -8 | 104 | -47 | 2 | -5 | -8
NC(=O)c1oc2ccc(Cl)cc2c1NC(=O)CN1CCOCC1 | -10 | 8 | 2.4 | -4 | 2 | 1 | 102 | -8 | -4 | -9 | 5
COc1cc(C(=S)N2CCOCC2)cc(OC)c1OC(=O)c1cccc(C)c1 | -14 | 43 | 0.9 | 5 | -6 | 11 | 99 | -43 | -7 | -6 | 0
FC(F)(F)c1ccccc1-n1ccnc1 | 0 | -4 | -0.7 | . | -11 | 6 | 98 | 4 | 12 | 2 | 16
CC1C/C(=N\NC(=S)NC(C)C)CC(C)(C)C1 (configuration not stated) | -4 | 15 | -0.3 | 1 | 5 | -2 | 102 | -15 | 10 | -12 | 2
COC(=O)N/N=C\c1c(C)nn(-c2ccccc2)c1Cl | 1 | 4 | -1.1 | -2 | -7 | -14 | 108 | -4 | 10 | 56 | 0
O=C(CSc1ncccn1)NCc1ccc(Cl)cc1 | -2 | 61 | 0.0 | 1 | -7 | 1 | 96 | -61 | -10 | 40 | 7
CC(C(=O)N1CCN(Cc2ccccc2)CC1)c1ccc([N+](=O)[O-])cc1 (configuration not stated) | -4 | 7 | 0.7 | 4 | -5 | 6 | 100 | -7 | -26 | 5 | 3
Cc1ccsc1/C=N/n1c(=S)[nH]nc(C)c1=O | -11 | -2 | 1.1 | -4 | 11 | -12 | 96 | 2 | 2 | 3 | -9
COC(=O)c1cc2occc2n1Cc1ccc(Cl)cc1 | -6 | 8 | -0.6 | 0 | -1 | 3 | . | -8 | -6 | 3 | 11
O=C(NCC(c1cccs1)N1CCc2ccccc21)c1ccccc1 (configuration not stated) | -4 | 6 | 0.4 | 2 | -7 | -1 | 102 | -6 | -3 | -6 | -13
CCn1c(C)c(C)c2cc(C(=O)N3CCN(c4ccccc4)CC3)ccc21 | -15 | -9 | -5.4 | 19 | -4 | -4 | 106 | 9 | 68 | -8 | -7
C1CCCCCC(=NNc2nn[nH]n2)CCCCC1 | 2 | -15 | -0.1 | -8 | 1 | 17 | . | 15 | -5 | 2 | 15
O=C(C1CCN(S(=O)(=O)c2cccc([N+](=O)[O-])c2)CC1)N1CCOCC1 | 2 | -5 | -1.5 | 1 | -12 | 8 | 82 | 5 | -2 | -2 | -12
CCOC(=O)c1ccc(NS(=O)(=O)c2c(N)n(C)c(=O)n(C)c2=O)cc1 | 2 | -13 | -0.9 | . | -10 | 10 | 98 | 13 | -3 | -4 | -24
COCC(C)NC(=O)c1cc(-c2ccc(O)cc2)on1 (configuration not stated) | -12 | -1 | 0.0 | . | -7 | -1 | 100 | 1 | -13 | . | 0
CCOc1ccc(NC(=O)c2ccc(NC(=O)COC(=O)Cc3ccc(OC)cc3)cc2)cc1 | 1 | 61 | 4.1 | -5 | -5 | -6 | 99 | -61 | -7 | ? | 55*
Cc1nc(C)n(C)c(=O)c1-c1ccccc1 | -9 | -33 | 1.5 | 1 | 4 | 5 | 102 | 33 | -15 | 0 | 41
O=C1CC(c2ccc(F)cc2)Cc2nc(N3CCN(c4ccccc4)CC3)ncc21 (configuration not stated) | 0 | 24 | -0.6 | -1 | -2 | 7 | 122 | -24 | -16 | 2 | 22
O=C(CCCCn1c(=O)c2ccccc2n(Cc2ccc(F)cc2Cl)c1=O)NCc1ccco1 | -6 | 32 | 2.5 | -1 | -2 | -3 | 102 | -32 | -13 | -7 | 3
N/C(=N\OC(=O)c1cccc2ccccc12)c1cccc([N+](=O)[O-])c1 | 4 | 42 | 2.5 | 0 | 2 | -1 | 99 | -42 | -16 | 43 | 52
CCCCCOC(=O)CSc1nnc(-c2cc(OC)c(OC)c(OC)c2)o1 | -1 | -9 | -3.0 | -6 | 2 | 3 | 100 | 9 | 0 | 16 | 7
O=C(NC1CCCCC1)N(Cc1nc2ccccc2c(=O)[nH]1)C1CCCCC1 | -9 | 6 | -0.2 | 1 | 2 | -13 | 99 | -6 | . | 13 | 23

Source: PubChem (several laboratories)

No enrichment for hits (roughly 4.7% active in at least one column).
